# SR-BI uptake up: activators of SR-BI mediated DiI-HDL uptake, primary screen, ldlA[mSR-BI] CHO cells, DiI fluorescence. 3 h; 100 = double the neutral-control signal. activation, % at 12.5 µM. 320,000 tested, 0.096% active. AID 504775, 2011;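 active = mean replicate activation of at least 60% and every replicate at or above 60%; inconclusive = mean or all-replicate condition met, but not both; inactive = mean below 60% and not all replicates reaching 60%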;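 also: 0% = median plate neutral-control signal and 100% = twice that signal; values of inactives mirror those of a sister screen read the other way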
#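 Material: SR-BI-overexpressing, LDLR-lacking CHO cells | Dosing: Single compound concentration, delivered by pin transfer | Probe or stimulus: Labelled HDL, 10 µg/mL | Signal: Bottom-read cell fluorescence after medium removal, ex 550/em 595 nm | Schedule: 3 h, 37 °C | Evaluation: HDL uptake via cellular fluorescence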
# AddAB inh: growth inhibition of E. coli expressing H. pylori AddAB, primary screen, AddAB inhibitor project, absorbance. inhibition, % at 11.9 µM. 330,000 tested, 0.29% active. AID 435030, 2010; in the data active = inhibition above about 12%;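 also: 0% = vehicle wells of infected cells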
# Tat transport: E. coli Tat export inhibitors, primary screen, MC4100, TorA-mCherry reporter, fluorescence, single point. inhibition, % at 10 µM. 340,000 tested, 0.036% active. AID 488895, 2010;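 active = mean replicate inhibition at least 50% and at least half of replicates individually reaching 50%; inconclusive = only one of the two criteria met; inactive = neither criterion met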;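 also: exported cargo escapes ClpAP degradation while cytoplasmic cargo is degraded and loses fluorescence; 0% = median of neutral control wells and 100% = median of NaSCN control wells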
# MITF TRPM1 HTS: activators of MITF-driven TRPM1 promoter reporter, primary screen, cell-based, SK-MEL-5, luciferase, single point. 300,000 tested, 0.75% active. SK-MEL-5 TRPM1-promoter luciferase, 24 h; % of positive control, neutral wells = 0. activation, % at 12.5 µM;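 active = mean activation of at least 80% with every replicate also reaching 80%; inconclusive = mean reaches 80% but some replicate falls short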;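 also: 0% = neutral control wells and 100% = parthenolide positive control wells; values of inactives mirror those of a sister screen read the other way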
# Ecoli viability: E. coli V3065 growth inhibition, primary screen, counter-screen for AddAB inhibitor project, absorbance, OD600 | 330,000 tested, 0.27% active | AID 449728, 2010 | 18 h | inhibition, % at 11.9 µM;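 active = inhibition above the campaign's mean inhibition across all tested compounds plus 3 SD, cut at about 9.9% in these data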;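 also: uninfected addAB+ strain grown without phage in ampicillin broth; 0% = DMSO wells and 100% = ciprofloxacin 0.95 µg/ml wells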
# CAL PDZ FP-1: CAL PDZ peptide-binding inhibitors, primary screen, biochemical, fluorescence polarization, Cer-tagged CAL PDZ, HTS | 330,000 tested, 0.02% active | purified CAL PDZ, TMR-peptide fluorescence polarization, 1 h | Golgi-associated PDZ and coiled-coil motif-containing protein (Homo sapiens), Q9HD26 | AID 504414, 2011 | inhibition, % at 20 µM;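 active = highest replicate inhibition of at least 40%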;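 also: plate controls were DMSO neutral control wells for no effect and unlabeled competitor peptide control wells for full effect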
#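 Assay system – tagged CAL PDZ protein CerCALP, purified · Timing – 1 h at RT · Compound – single point, 20 µM · Measured by – fluorescence polarization from S- and P-plane intensities, G-factor corrected · Evaluation – inhibition from polarization loss · Probe or stimulus – TMR reporter peptide T*-PRC34 · Buffer or medium – pH 7.4 phosphate-saline buffer, reducing agent, detergent, IgG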
# phage Ecoli inh: growth loss of phage-infected E. coli, primary screen, RecBCD inhibitor project, absorbance, with phage, HTS. inhibition, % at 11.9 µM. 360,000 tested, 0.26% active. AID 651602, 2012; in the data active = inhibition above about 11%
# CAL PDZ FP-2: untagged CAL PDZ binding inhibitors, primary screen, biochemical, fluorescence polarization, HTS | Golgi-associated PDZ and coiled-coil motif-containing protein (Homo sapiens), Q9HD26 | purified CAL PDZ, TMR-peptide fluorescence polarization, 1 h | inhibition, % at 24.9 µM | 300,000 tested, 0.92% active | AID 602252, 2012;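 active = mean inhibition of at least 30% with at least half of replicates also reaching 30%; inconclusive = no clear call, values can overlap the other calls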;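 also: 0% = DMSO neutral control and 100% = excess unlabeled competitor peptide PRC23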
# SR-BI DiI inh: inhibitors of SR-BI mediated HDL lipid uptake, primary screen, ldlA[mSR-BI] cells, fluorescence, single point | ldlA[mSR-BI] CHO cells, DiI-HDL uptake fluorescence, 3 h | 320,000 tested, 0.96% active | Scavenger receptor class B member 1 (Mus musculus), Q61009 | inhibition, % at 12.5 µM;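 active = mean replicate inhibition of at least 70% and a set share of replicates each scoring 70 or more; inconclusive = meets just one of the two criteria; inactive = fails both criteria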;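 also: 0% = median of neutral control wells and 100% = median of positive control wells; values of inactives mirror those of a sister screen read the other way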
# Target sequence (Q61009 whole entry, looked up): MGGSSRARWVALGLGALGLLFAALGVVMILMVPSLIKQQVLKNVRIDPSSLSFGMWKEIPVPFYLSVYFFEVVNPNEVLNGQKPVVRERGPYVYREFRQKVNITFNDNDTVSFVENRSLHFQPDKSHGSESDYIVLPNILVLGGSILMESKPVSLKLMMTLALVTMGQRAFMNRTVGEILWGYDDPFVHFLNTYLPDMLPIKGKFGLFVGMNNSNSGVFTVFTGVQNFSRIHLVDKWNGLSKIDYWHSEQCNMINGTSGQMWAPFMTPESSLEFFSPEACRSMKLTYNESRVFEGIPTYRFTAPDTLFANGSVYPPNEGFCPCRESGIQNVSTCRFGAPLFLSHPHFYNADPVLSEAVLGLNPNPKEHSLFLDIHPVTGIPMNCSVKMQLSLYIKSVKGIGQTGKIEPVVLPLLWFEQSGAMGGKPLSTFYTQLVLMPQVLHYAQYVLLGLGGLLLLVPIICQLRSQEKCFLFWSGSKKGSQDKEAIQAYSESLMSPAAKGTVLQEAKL
# Wnt bcat act: Wnt/beta-catenin pathway activators, primary screen, cell-based, plate reader, single point. Wnt/beta-catenin reporter cell assay, activator. 300,000 tested, 1.2% active. activation, % at 9.35 µM. AID 743398, 2014; in the data active = activation above about 30%, passing the limit was not always enough; inconclusive = no clear call, values can overlap the other calls;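 also: 0% = neutral control wells and 100% = positive control wells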
# * = called active by the depositor; ? = inconclusive; · = no result given.
compound,SR-BI uptake up,AddAB inh,Tat transport,MITF TRPM1 HTS,Ecoli viability,CAL PDZ FP-1,phage Ecoli inh,CAL PDZ FP-2,SR-BI DiI inh,Wnt bcat act
O=C(CCc1ccccc1)Nc1cccc(NC(=O)CCc2ccccc2)c1,-16.0,6.5,2.4,-1.1,3.1,-1.3,4.8,0.3,16.0,-1.7
CC(C)CC(c1nnnn1C1CCCC1)N1CCC(C(N)=O)CC1 (centres undefined),3.4,0.3,-2.5,2.8,-0.6,-3.0,3.2,-2.2,-3.4,0.7
CCOC(=O)c1c(CS(=O)(=O)c2ccccc2)n(C)c2cc(Br)c(O)cc12,20.5,1.8,-1.7,·,0.7,-0.6,1.6,-10.9,-20.5,-0.9
CC1NC(=O)NC1CCCCC(=O)O (centres undefined),8.1,-1.1,5.1,6.9,-1.1,-0.3,0.0,-2.6,-8.1,·
COc1ccccc1C(=O)N/C(=C/c1ccc2c(c1)OCO2)C(=O)Nc1ccc(C(=O)O)cc1,-4.3,3.0,2.5,-10.0,1.1,-1.9,0.6,·,4.3,-3.3
Cc1ccc(NC(=O)CNC(=O)c2ccc(Oc3ccccc3)cc2)nc1,13.7,0.2,-3.5,20.1,-1.1,-1.6,1.2,-5.0,-13.7,-0.6
Cc1ccccc1Cn1nc(C)c(NC(=O)c2cc3nc(-c4ccco4)cc(C(F)(F)F)n3n2)c1C,-60.9,·,9.5,-4.1,·,-1.4,1.8,-1.6,60.9,·
CC(C)CNS(=O)(=O)c1ccc(CCC(=O)NCc2ccc(Cl)cc2)cc1,-22.6,-5.7,-1.4,·,-4.2,-0.1,-3.0,0.4,22.6,-0.7
CCc1cc(C(=O)OC)c(NC(=O)CN2CCN(C(=O)C3CCCO3)CC2)s1 (centres undefined),13.7,-1.5,0.9,-4.0,-0.8,-0.7,2.7,-1.5,-13.7,-1.6
COC(=O)c1ccc(C(NC(=O)OCc2ccccc2)/C(F)=C/[C@@H](C)C(=O)NCc2ccc(OC)c(OC)c2)cc1 (some centres undefined),-29.3,0.6,-0.8,-17.7,-4.8,-0.9,2.7,-2.8,29.3,-3.6
CN(C)/C=C/C(=O)c1ccncc1,8.8,3.1,-13.9,2.9,-1.1,0.9,3.4,8.4,-8.8,-1.2
COc1ccccc1CC(=O)NCCc1ccc(S(N)(=O)=O)cc1,18.8,2.0,-8.3,·,-2.0,-0.2,1.4,-1.0,-18.8,-3.9
COc1ccc(-c2nc(-c3ccccc3)[nH]c(=O)c2C#N)cc1,-1.9,3.2,0.4,-2.7,0.8,-1.1,0.6,-0.1,1.9,-3.2
CCN(CC)C(=O)CSc1nnc2cc(C)c3ccccc3n12,6.3,-1.9,-1.2,-11.5,-2.4,-3.7,0.9,0.5,-6.3,0.0
CC(Oc1ccc(F)cc1)C(=O)N(Cc1ccccc1)c1c(N)n(Cc2ccccc2)c(=O)[nH]c1=O (centres undefined),-2.4,-0.5,-2.2,-1.9,-2.1,-3.1,0.1,-0.7,2.4,1.4
COc1ccc(N(CC(=O)Nc2cccc(SC)c2)S(C)(=O)=O)cc1,-0.6,-1.9,7.4,28.7,0.2,-0.8,0.9,0.7,0.6,·
CC1CCc2c(C(=O)Oc3cccc(-n4cnnn4)c3)csc2C1 (centres undefined),-22.7,1.7,8.9,·,-0.3,-1.9,0.3,3.5,22.7,-3.4
Cn1c(CNC(=O)c2ccc3c(c2)OCO3)nnc1SCC(=O)Nc1ccccc1Cl,·,-2.2,-4.4,-6.6,-3.5,-2.9,-0.6,0.2,·,1.8
O=C(O)C1=NOC(CNC(=O)c2ccccc2Cl)C1 (centres undefined),31.7,4.1,-1.1,3.8,-0.3,-0.2,5.4,-1.7,-31.7,-1.4
CCN1CCC(Nc2ccnc3cc(Cl)ccc23)CC1,-3.2,2.7,-14.7,30.9,1.7,-2.0,0.5,-16.0,3.2,-2.1
CS(=O)(=O)N1CCC(C(=O)NCc2ccc(Cl)cc2)CC1,15.6,1.8,-6.6,0.1,-0.6,-2.1,0.9,2.2,-15.6,-0.5
COc1ccc(S(=O)(=O)Oc2cc(C(=S)N3CCOCC3)ccc2OC)cc1,0.4,·,-6.5,-5.2,·,-2.7,2.6,-1.8,-0.4,-1.3
CCOc1ccc(C(=O)NC(C(=O)NCCc2ccc(OC(F)F)cc2)C(C)C)cc1 (centres undefined),-19.5,0.9,13.6,-0.6,0.1,-0.3,-0.4,-0.1,19.5,-1.0
Cc1cc(-c2ccccc2)nc(N(C)NC(=O)c2ccc(Cl)cc2)c1S(C)(=O)=O,-25.9,2.0,-2.5,·,-1.3,-1.6,2.9,·,25.9,2.9
COc1ccc(S(=O)(=O)N2CCCCC2)cc1NC(=O)COc1ccccc1,-39.8,1.4,12.3,8.8,2.0,-3.9,-0.1,-3.9,39.8,-1.1
O=C(CCc1ccc(S(=O)(=O)N2CCOCC2)cc1)OCC(=O)c1ccccc1,7.0,-1.6,9.7,2.7,-1.4,0.2,0.5,-2.8,-7.0,3.9
CN(C)c1nc(N/N=C\c2ccc(Cl)c([N+](=O)[O-])c2)nc(Nc2ccc(F)cc2)n1,-29.7,0.3,0.3,0.2,-1.2,-2.0,-1.2,-2.0,29.7,·
C=CCNc1nc(Cl)nc(Nc2ccccc2)n1,-8.1,-0.8,1.7,50.0,2.0,-1.6,1.6,-6.4,8.1,-2.2
COc1cc(C(C)=O)ccc1OCC(=O)Nc1ccccc1N1CCCC1,-23.5,4.8,2.7,-11.6,0.3,-0.7,-0.5,-0.6,23.5,-0.7
O=C(Nc1ccccc1)Nc1nnc(Cc2ccccc2F)s1,3.9,0.7,-4.3,·,0.8,1.4,2.5,-0.9,-3.9,1.2

# Already shown: three of the compounds above.
compound,SR-BI uptake up,AddAB inh,Tat transport,MITF TRPM1 HTS,Ecoli viability,CAL PDZ FP-1,phage Ecoli inh,CAL PDZ FP-2,SR-BI DiI inh,Wnt bcat act
O=C(CCc1ccccc1)Nc1cccc(NC(=O)CCc2ccccc2)c1,-16.0,6.5,2.4,-1.1,3.1,-1.3,4.8,0.3,16.0,-1.7
CC(C)CC(c1nnnn1C1CCCC1)N1CCC(C(N)=O)CC1 (centres undefined),3.4,0.3,-2.5,2.8,-0.6,-3.0,3.2,-2.2,-3.4,0.7
CCOC(=O)c1c(CS(=O)(=O)c2ccccc2)n(C)c2cc(Br)c(O)cc12,20.5,1.8,-1.7,·,0.7,-0.6,1.6,-10.9,-20.5,-0.9

# Further entries:
compound,SR-BI uptake up,AddAB inh,Tat transport,MITF TRPM1 HTS,Ecoli viability,CAL PDZ FP-1,phage Ecoli inh,CAL PDZ FP-2,SR-BI DiI inh,Wnt bcat act
CCOC(=O)C(=CNc1ccc(Cl)cn1)C(=O)OCC,-11.1,2.1,3.0,-9.5,-0.4,-0.3,2.2,-0.3,11.1,2.0
COc1ccc(C(=O)CC(=O)c2ccc(C)cc2)c(O)c1,27.4,1.6,-2.2,30.7,-1.7,-0.2,6.4,-4.0,-27.4,2.8
CCCN(CCC)S(=O)(=O)c1ccc(C(=O)NCc2n[nH]c(=S)n2-c2ccc(Cl)c(Cl)c2)cc1,-33.1,-3.1,14.0,-0.8,-1.1,-2.5,3.6,-2.3,33.1,-4.3
CCOc1ccc2nc(NC(=O)CCC(=O)c3cccs3)sc2c1,3.9,4.0,0.7,62.1,-0.3,-3.2,0.5,-22.3,-3.9,·
CCOC(=O)CCNC(=O)N1CCCC(C(=O)c2ccccc2SC)C1 (centres undefined),·,-0.9,-3.9,-0.2,-2.0,-2.4,1.8,2.5,·,1.9
C=CCn1cc(-c2ccccc2)cc(C#N)c1=O,-16.2,1.8,-10.1,19.2,0.2,-0.2,1.9,0.0,16.2,·
Cc1ccc(S(=O)(=O)Nc2ccccc2CNc2ccccn2)cc1,-1.1,1.6,3.7,18.4,2.9,-2.3,0.0,-1.5,1.1,2.4
Cc1nn(C(C)C)c(C)c1CN1CCC(C(=O)Nc2cccc(-c3cccc(F)c3)c2)CC1,-27.6,2.0,0.0,-60.5,-2.4,-3.2,2.6,-4.3,27.6,-3.0
Cc1nnc(C)c2c(C)n(C(C)c3ccccc3)c(C)c12 (centres undefined),6.1,-1.7,0.6,-48.3,0.5,-0.8,1.4,-3.9,-6.1,·
COc1cccc(/C=C2\NC(=O)NC2=O)c1O,15.3,-0.6,-3.5,41.9,-1.3,0.0,3.2,-12.2,-15.3,8.3
COc1cc(/C=C2\SC(=O)N(CCNC(=O)c3c(C)noc3C)C2=O)cc(OC)c1OC,-53.4,-0.7,-8.4,-8.0,0.6,-0.7,3.0,1.9,53.4,4.0
COc1cc(S(=O)(=O)N2CCOCC2)ccc1N,15.5,-0.8,-2.8,-1.2,-3.1,-0.6,2.9,-3.1,-15.5,-7.6
O=C1/C(=C/c2ccc(O)c([N+](=O)[O-])c2)SC(=S)N1Cc1ccccc1,5.3,1.0,1.7,-5.8,-4.3,-1.5,2.2,-1.5,-5.3,-0.1
S=C(c1ccc(-c2ccccc2)cc1)N1CCOCC1,-5.7,1.0,4.6,·,-1.8,-0.8,-0.5,3.4,5.7,2.4
CCS(=O)(=O)N1Cc2ccccc2CC1C(=O)Nc1ccc(F)cc1 (centres undefined),·,-0.1,-12.0,25.8,1.5,0.4,2.4,4.2,·,-1.9
Cc1ccc2c(c1)C(c1ccccc1)N(C(=O)c1ccc(F)cc1)CC(=O)N2 (centres undefined),-7.0,3.3,-6.2,7.4,0.5,0.2,-1.1,-3.9,7.0,-0.5
CN(NC(=O)c1cccc(Cl)c1)c1nc(-c2ccccc2)nnc1C(F)(F)F,-15.3,6.1,-3.3,-4.8,2.2,-0.8,0.9,0.0,15.3,·
COc1cccc(-n2c(SCc3ccccn3)nc3c(c2=O)SCC3)c1,31.1,-0.2,?,4.3,-0.6,1.5,-0.5,-1.9,-31.1,-1.3

# Bioassay records: PubChem BioAssay, several laboratories
